# Screening results from PubChem.
# Phagocyt inh: macrophage phagocytosis inhibition; AID 1029; J774A.1 macrophage IgG-bead phagocytosis, imaging; inhibition, % at 5 µM; 110,000 tested, 0.07% active;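 active means inhibition above the mean of the plate negative controls plus 5 SD, cut at about 13% in these data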;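 further: phagocytic index as fraction of beads internalized from green versus red external bead signal; plate controls were DMSO negative control for no effect and cytochalasin-D positive control for full effect; some results beyond the cut were filed as inactive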
# BB579 growth dn: yeast BB579 growth reduction in restrictive medium; S. cerevisiae BB579 growth, OD615, 48 h; inhibition, % at 10 µM; 140,000 tested, 0.51% active; AID 804;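 active means inhibition above a set limit, 3 SD over the mean compound inhibition, cut at about 44% in these data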; further: inactives centre near -24
#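 Material: Saccharomyces cerevisiae DeaD strain BB579, replicative lifespan model yeast; buffer or medium: CSMM-D restrictive synthetic medium containing dextrose (glucose); compound: 10 µM single dose, DMSO 0.25%; timing: 48 h compound exposure at 30 °C after 4 h preincubation; signal: turbidity as optical density at 615 nm; benchmarks: positive control amphotericin B 10 µg/mL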
# Measles CPE: protection of cells from measles virus | 140,000 tested, 1.5% active | Measles virus-infected cells, CPE protection, absorbance | protection (pct of control), % at 4 µM; in the data active means protection mostly above about 24%, no sharp cut-off; inactive means mostly below about 26%; further: some compounds called inactive have numbers as strong as hits
# NPY Y2 blocker: NPY-Y2 (human) receptor antagonism; inhibition, % at 2.7 µM; NPY-Y2 expressing cells, antagonist mode; AID 793; 140,000 tested, 0.99% active; P49146; in the data active means inhibition above about 17%;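 further: 0% = vehicle with agonist challenge and 100% = reference antagonist with challenge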
# Target sequence (P49146 whole entry, looked up): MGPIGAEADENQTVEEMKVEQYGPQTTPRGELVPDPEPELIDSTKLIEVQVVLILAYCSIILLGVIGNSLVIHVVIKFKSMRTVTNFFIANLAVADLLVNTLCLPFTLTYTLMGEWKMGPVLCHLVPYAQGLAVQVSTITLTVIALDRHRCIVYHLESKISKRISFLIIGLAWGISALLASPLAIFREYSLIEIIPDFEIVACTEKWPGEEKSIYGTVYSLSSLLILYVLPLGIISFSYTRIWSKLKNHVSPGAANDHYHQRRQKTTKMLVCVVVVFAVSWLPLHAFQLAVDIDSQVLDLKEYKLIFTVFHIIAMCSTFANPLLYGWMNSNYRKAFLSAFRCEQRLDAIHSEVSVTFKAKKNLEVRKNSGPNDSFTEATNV
# GALR2 blocker: GALR2 (human) receptor antagonism; O43603; GALR2-expressing cells, antagonist mode; inhibition, % at 4 µM; 140,000 tested, 0.39% active; AID 828; in the data active means inhibition above about 27%;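 further: cells stimulated with galanin 1-16 at roughly its EC80; 0% = agonist challenge control and 100% = basal control without agonist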
# Target sequence (O43603 whole entry, looked up): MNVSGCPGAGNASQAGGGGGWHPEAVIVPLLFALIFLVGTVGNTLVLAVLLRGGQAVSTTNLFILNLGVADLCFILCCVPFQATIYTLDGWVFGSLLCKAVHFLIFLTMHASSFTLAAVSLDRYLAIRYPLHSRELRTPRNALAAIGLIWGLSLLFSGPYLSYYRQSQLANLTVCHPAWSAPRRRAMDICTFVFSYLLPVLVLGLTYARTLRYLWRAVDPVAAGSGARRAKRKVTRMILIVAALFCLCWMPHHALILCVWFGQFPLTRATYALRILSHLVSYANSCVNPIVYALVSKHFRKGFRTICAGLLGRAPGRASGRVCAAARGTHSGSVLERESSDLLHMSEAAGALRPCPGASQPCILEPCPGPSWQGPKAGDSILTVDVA
# MRP-1 activ: activators of MRP-1; H69AR cells + doxorubicin, viability rescue, CellTiter-Glo; viability increase, % at 10 µM; 140,000 tested, 0.61% active;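 active means viability gain under doxorubicin at or above a set limit, the compound median plus 3 SD, cut at about 4.7% in these data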;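 further: MRP-1 overexpressing cells given doxorubicin 25 µM after compound pretreatment; 18-22 h compound pretreatment then 72 h with doxorubicin before readout; 0% = doxorubicin-only wells and 100% = vehicle-treated cells without doxorubicin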
# Yeast lifespan up: extends the lifespan of yeast; S. cerevisiae growth with nicotinamide, OD615; deaD strain in restrictive glucose medium; inhibition of the nicotinamide effect, % at 10 µM; 130,000 tested, 0.68% active; AID 775;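 active means inhibition above a set limit, placed 3 SD over the median of all compounds, cut at about 26% in these data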;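 further: 0% = nicotinamide-treated wells and 100% = cells grown without nicotinamide; some compounds called inactive have numbers as strong as hits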
#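 System: Modified budding yeast, DeaD strain | Buffer or medium: Restrictive glucose medium | Also added: 1.5 mM nicotinamide | Doses: 10 µM single point, 0.25% DMSO | Schedule: 48 h compound exposure at 30 °C, humidified | Detection: Absorbance at 615 nm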
# E-sel TNF inh: blocks E-selectin expression induced by TNF alpha; HUVEC TNFa-induced E-selectin immunofluorescence, high content; inhibition, % at 2 µM; 120,000 tested, 0.71% active;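 active means inhibition above the batch mean plus 3 SD, and confirmed as a hit on visual image review, cut at about 43% in these data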;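 further: 0% = TNF-stimulated DMSO wells and 100% = unstimulated control wells; not every result past the cut was called active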
# HCT116 PTEN-null: PTEN-deleted cell growth suppression. HCT116 PTEN-null viability, CellTiter-Glo, 60 h; stronger effect = lower value. viability, % at 10 µM. 140,000 tested, 1.2% active. AID 827;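 active means viability at or below a set limit, 4 SD under the median of all tested compounds, cut at about 3.7% in these data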;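 further: PTEN knockout HCT116 line with beta catenin targeted HCT116 as companion control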
# bCat KO growth: beta-catenin-lacking colon tumor cell growth suppression; 140,000 tested, 1.5% active; HCT116 beta-catenin knockout viability, CellTiter-Glo, 60 h; stronger effect = lower value; AID 818; viability, % at 10 µM;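 active means viability at or under a set limit, the compound median less 4 SD, cut at about 6% in these data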;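 further: 0% = Hyamine 1622 control at 20 µM and 100% = untreated cell control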
# The depositor's hits bear a star; . = no result given.
SMILES,Phagocyt inh,BB579 growth dn,Measles CPE,NPY Y2 blocker,GALR2 blocker,MRP-1 activ,Yeast lifespan up,E-sel TNF inh,HCT116 PTEN-null,bCat KO growth
CC(=O)c1ccc(N(C(=O)Cn2nnc3ccccc32)C(C(=O)NCc2ccccc2)c2ccccn2)cc1 (stereo unspecified),-12,-24,25,0,-4,0.0,-3,.,88,89
Cc1ccc(C(=O)N(CN2CCCC2=O)c2ccc(F)cc2)cc1C,-1,-42,19,0,5,-1.0,-14,.,95,82
O=C(NCc1cccnc1)c1cc(-c2ccco2)on1,-2,-18,4,0,10,-3.7,-4,.,99,98
COc1ccccc1-c1noc(CCC(=O)Nc2cccc(C(F)(F)F)c2)n1,.,-42,13,-2,4,-3.2,-8,.,86,86
COCCCNC(=O)c1ccc(CS(=O)(=O)c2ccc(OC)cc2)o1,0,-31,4,0,7,-3.1,-3,-6,95,90
Cc1csc(NC(=O)CNS(=O)(=O)c2cccs2)n1,.,-51,4,-1,0,-1.8,-2,-2,88,89
Cc1ccc(C)c2[nH]c(=O)c(CCNC(=O)c3ccc4c(c3)OCO4)cc12,0,-36,12,6,6,1.3,-7,4,106,100
CC(Cc1cccs1)NC(=S)Nc1ccc(F)cc1 (stereo unspecified),-1,-40,7,1,-1,-2.0,-3,-16,79,79
COc1ccc(C(=O)NCc2nnc(SCC(=O)N3CCc4ccccc43)n2C2CCCCC2)cc1,-7,9,10,2,0,-2.4,0,4,102,100
O=C(CNc1ccc2ccccc2c1)NNC1=NCCC1,-4,-17,6,1,7,-1.3,-1,0,99,96
CCC(=O)N1CCc2cc(Br)cc(S(=O)(=O)CCC(=O)NCc3ccco3)c21,.,-30,18,3,1,-3.2,-2,-5,94,80
CC(CC(=O)N1CCN(c2ccccc2F)CC1)c1ccccc1 (stereo unspecified),2,-16,5,1,8,-1.2,-10,11,83,80
CC1=C2C3OC(=O)C(C)[C@@H]3CC[C@](C)(O)C2C2C3C4C5(C12)[C@H]1OC(=O)[C@@H](C)C1CC[C@]4(C)O[C@]5(C)[C@@H]3O (stereo partly specified),-5,-50,2,3,4,-1.4,5,-7,92,89
CN(C)c1ccc(C=Nc2ccccc2)cc1,.,-32,14,-1,0,-1.4,-5,-8,94,91
CCN(CC)S(=O)(=O)c1ccc(F)c(C(=O)NCCCN2CCOCC2)c1,0,11,2,2,3,-1.3,-17,.,96,107

# Complete entries as entered above. Values in the order: Phagocyt inh, BB579 growth dn, Measles CPE, NPY Y2 blocker, GALR2 blocker, MRP-1 activ, Yeast lifespan up, E-sel TNF inh, HCT116 PTEN-null, bCat KO growth
# Results for COCCCNC(=O)c1ccc(CS(=O)(=O)c2ccc(OC)cc2)o1 : 0, -31, 4, 0, 7, -3.1, -3, -6, 95, 90
# Results for CC(CC(=O)N1CCN(c2ccccc2F)CC1)c1ccccc1 (stereo unspecified) : 2, -16, 5, 1, 8, -1.2, -10, 11, 83, 80

# The list continues:
SMILES,Phagocyt inh,BB579 growth dn,Measles CPE,NPY Y2 blocker,GALR2 blocker,MRP-1 activ,Yeast lifespan up,E-sel TNF inh,HCT116 PTEN-null,bCat KO growth
CC(=O)Nc1ccc(S(=O)(=O)NCc2ccc(C(=O)NCCN3CCCCCC3)cc2)cc1,.,-28,6,2,-5,-1.4,-18,-28,84,91
O=C(CSCc1ccccc1)Nc1ccc(Cl)cn1,0,-55,5,2,2,0.5,-16,-2,97,96
CC(C)(C)n1nnnc1C(c1ccccc1F)N(Cc1ccco1)CC1CCCO1 (stereo unspecified),0,-23,25,7,-7,-3.0,-1,21,72,81
Brc1ccccc1OCCCn1cnc2ccccc21,0,-75,3,4,-5,-1.1,0,7,.,93
O=C1NCCNC(=O)c2ccccc2OCCOc2ccccc21,-6,-46,4,12,-6,-1.0,-3,.,91,86
O=C(c1ccccc1)c1coc2ccc(O)c(Cl)c12,-1,-26,4,9,3,-4.4,-29,20,87,87
CCOc1cccc(OCCn2cnc3ccccc3c2=O)c1,-2,-10,4,1,4,-2.1,-3,.,99,93
C=CCSC1=N/C(=C/c2ccsc2)C(=O)N1c1ccccc1,-12,-51,6,-1,-4,-1.7,0,-5,85,84
CC12CCC(C(=O)N3CCN(c4ncccn4)CC3)(c3nc4ccccc4nc31)C2(C)C (stereo unspecified),-2,-26,7,0,6,0.2,-1,-7,96,88
COc1ccc(NC(=O)CO/N=C2\CCCc3nonc32)cc1,-12,-24,22,11,7,-0.5,0,.,105,92
COc1cc(CCNC(=O)c2cnn3ccccc23)cc(OC)c1OC,0,30,6,5,3,-4.2,-8,-1,17,17
O=S1(=O)CCN2C(=N1)SC1=C2CCN(Cc2ccccc2)C1,-1,-32,10,1,11,-2.1,-2,-16,98,94
Cc1ccc(C(NC(=O)N2CCCCC2)=C(Cl)Cl)cc1F,-4,-8,15,0,-5,-5.7,1,28,10,13
C=CCc1cccc2cc(NC(C)=O)c(=O)oc12,-1,-20,18,-2,13,-1.2,-23,13,102,106
CCCC/C(C)=N/NC(=O)Nc1ccccc1,.,-45,5,13,-10,-1.4,-22,-31,93,109
Cc1cc(OCC(=O)N(C(C)C)C(C)C)cc(C)c1Br,-2,-39,1,10,-9,-0.5,-3,.,82,85
CCC12C(=O)C(CC)(C(c3ccccc3)=C1c1ccccc1)[C@@H]1C(=O)N(c3ccccc3)C(=O)C12 (stereo partly specified),1,-43,5,2,-8,-1.7,5,44,54,50
COc1ccc(C(=O)N2CCc3cc(OC)c(OC)cc3C2c2cccc([N+](=O)[O-])c2)cc1 (stereo unspecified),1,-9,5,6,1,-3.6,-4,-35,53,60
COc1ccccc1/C=C/C=C1\Oc2c(ccc(O)c2CN2CCN(CCO)CC2)C1=O,1,-10,8,0,12,-2.0,-9,.,101,94
CCCCOc1ccc(C(=O)Nc2ccc(C)cc2[N+](=O)[O-])cc1,-3,-1,8,6,-10,2.1,-1,10,92,81
CC(C)c1nc2cc3ccccc3cc2[nH]1,-1,-61,14,0,-2,-1.0,-11,.,87,99
CCOc1ccc(C2c3cc(OC)c(OC)cc3CC(=O)N2c2ccc(OC)cc2)cc1 (stereo unspecified),1,-29,6,12,-7,-4.5,-12,-37,20,20
Cc1ccc(NC(=S)Nc2ccc3cn[nH]c3c2)cc1C,-4,-8,23,4,-3,-4.3,0,-16,99,94
O=C(CN(CCc1ccccc1)S(=O)(=O)c1ccc(Br)cc1)N/N=C/c1ccc2c(c1)OCO2,-1,-13,5,2,0,-2.0,-1,.,74,64
O=[N+]([O-])c1ccc(NC(=S)N2CCN(c3ccccc3)CC2)cc1,2,-21,4,-2,-10,-1.2,-7,11,101,101
COc1ccc(NC(=O)C2CCCN(S(=O)(=O)c3cccc4cccnc34)C2)cc1OC (stereo unspecified),0,-19,10,3,-1,0.1,-6,.,82,93
N#CCCN(C1CCCCC1)S(=O)(=O)CCOc1ccccc1,0,-67,13,4,1,-1.2,-8,3,97,97
CCOCCCNC(=O)CCCC1=NS(=O)(=O)c2ccccc2N1,4,-15,3,1,-14,-2.8,3,-24,96,88
COc1ccc(N(C(=O)COc2ccccc2)C2C=CS(=O)(=O)C2)c(OC)c1 (stereo unspecified),3,0,14,0,-12,-1.5,-13,.,88,94
O=C(O)[C@H]1CCCC[C@H]1C(=O)NCCc1ccccc1,-1,-33,2,2,-3,0.5,-6,3,103,105
O=C1CN(S(=O)(=O)c2ccc(Cl)cc2)CC(=O)N1CCc1ccccc1,0,-16,10,3,-5,-0.1,-12,7,100,91
CCOc1cc(CNCCc2ccc(S(N)(=O)=O)cc2)ccc1OCc1ccc(Cl)cc1,.,-22,2,9,9,-2.9,-13,-13,1.7*,1.4*
O=C(NC(=O)c1ccncc1)NC(c1ccccc1)c1ccccc1,.,-14,5,3,5,-2.7,-15,19,90,87
Nc1ccc(N(c2ccccc2)c2ccc(N)cc2)cc1,.,-19,29,-1,-8,-5.8,-8,5,7,12
C[C@H](NC(=O)C1(c2ccccc2)CCN(C(=O)[C@H]2CSCN2C(=O)OC(C)(C)C)CC1)C(=O)O,-1,-24,7,1,-6,-0.2,-16,-3,96,107
O=S(=O)(CC(CN1CCCC1)N1CCCC1)c1ccc2ccccc2c1 (stereo unspecified),.,-39,4,4,8,-8.4,.,9,2.1*,1.9*
CCOC(=O)c1c(NC(C)=O)sc2c1CCCNC2=O,-1,21,12,1,0,-2.2,-8,-3,89,101
Cc1ccc(-n2c(C)cc(C(=O)Cn3nc(C(=O)O)c4ccccc4c3=O)c2C)cc1,-5,-31,16,8,-10,0.4,-5,54,63,64
C=CCN(C(=O)CNC(=O)c1ccco1)C(C(=O)NC1CCCCC1)c1ccc(OC)cc1OC (stereo unspecified),-1,-46,10,5,-1,-1.3,-5,16,87,89
C=CCn1c(SCC(=O)Nc2ccc3c(c2)CCC3)nc2ccccc2c1=O,-2,-19,13,5,10,-1.9,-4,.,87,88
CCC(Sc1nc2ccccc2c2nc3ccccc3n12)C(=O)NCc1ccco1 (stereo unspecified),2,-16,5,3,-7,-0.8,-3,1,95,99
COC(=O)CSc1nc2ccccc2n1CC(=O)N(C(C)C)C(C)C,-1,-34,23,1,19,-1.1,13,-30,100,90
N#CC(C(=O)Nc1ccccc1)=C1Nc2ccccc2N1,0,-44,9,3,9,-3.7,-8,9,80,86
O=C(CCS(=O)(=O)c1cccc2nonc12)Nc1cccc2c1CCCC2,.,-20,32,0,-16,-3.4,-18,10,90,102
COc1ccc(NC(=O)c2sccc2SCC#N)cc1,0,-30,21,4,15,-0.1,-12,40,105,108
COC(=O)c1ccc(/C=C/C(=O)c2ccc(OC)cc2)cc1,.,-28,8,5,-6,-5.2,-4,-9,7,11
CCN1C(=O)N[C@H](c2ccc(Br)cc2)C(C(C)=O)=C1C,.,-20,18,0,-3,-1.4,40*,-23,86,85
COC(=O)C1CC(=O)c2ccsc2C1 (stereo unspecified),-3,-13,7,1,-6,-2.7,-1,.,95,101
Cc1ccc(-c2noc(CN3CCN(Cc4ccccc4)CC3)n2)cc1,.,-49,21,13,2,-2.6,.,-5,93,94
O=C(C1CCN(S(=O)(=O)N2CCOCC2)CC1)N1CCc2ccccc21,-1,-24,5,0,0,-1.5,-13,-26,82,83
O=C(Cc1cc(=O)[nH][nH]1)N/N=C/c1ccccc1[N+](=O)[O-],-7,-12,13,2,-3,0.6,-4,.,97,97
CCc1c(C)nc2cc(-c3cccs3)[nH]n2c1=O,0,-17,5,2,19,-1.0,-15,.,100,96
Cc1cc(C)n(C(=O)CNC(=O)COc2ccccc2)n1,0,18,13,2,-7,-2.7,-12,1,94,99
COCCNc1nc(SCC(=O)N2CCN(c3ccccc3OC)CC2)nc2ccccc12,-2,-20,4,9,-5,-0.7,-11,.,69,65
CC1C(=O)C(C)C(c2ccco2)NC1c1ccco1 (stereo unspecified),0,-18,7,1,14,-2.5,-9,-4,104,97
CC(/C=N/n1c(-c2ccco2)n[nH]c1=S)=C\c1ccccc1,-10,18,1,-1,-3,-1.3,-5,.,98,104
CC(C)(C)C1CCc2[nH]nc(C(=O)O)c2C1 (stereo unspecified),2,-33,22,-3,-9,-1.2,62*,1,99,97

# Hits appear at their usual frequency; about 6.4% have a hit in one of these screens.
